# Screening data as filed in PubChem.
# RMI FANCM FP = disruptors of RMI1/RMI2 association with MM2 peptide – biochemical, fluorescence polarization, human, primary screen | RMI core complex (RMI1/RMI2) binding to FANCM MM2 peptide, human | RMI core complex with F-MM2 peptide; stronger effect = lower value | FP signal (polarization) at 33 µM | hit rate 0.58% among 70,000 | AID 1159607, 2016; in the data active = FP signal below about 40; note: inactives centre near 61; strong numbers were not always called active; unit not given here
# * marks the source's active call; other numbers are inactive results; & = joins results of further samples.
# Start of the data: the first two records, to show the layout:
SMILES,RMI FANCM FP
Cc1nc(-c2ccc(NS(=O)(=O)c3ccc4ccccc4c3)cc2)cs1,62
COc1ccc(S(=O)(=O)N2CCCCCC2)cc1C,62

# The whole of this part (from the top)
SMILES,RMI FANCM FP
Cc1nc(-c2ccc(NS(=O)(=O)c3ccc4ccccc4c3)cc2)cs1,62
COc1ccc(S(=O)(=O)N2CCCCCC2)cc1C,62
CC(C)N1CCC(CNC(=O)C(=O)NCCC2=CCCCC2)CC1,70
CC(=O)Nc1ccc(C(=O)NCCNS(C)(=O)=O)cc1,61
CC(=O)Nc1cccc(NC(=O)COc2coc(CN3CCc4ccccc4C3)cc2=O)c1,57
CCn1c(=NC(=O)c2ccccc2F)sc2cc(F)ccc21,61
CC1CCc2nc(NC(=O)c3ccc([N+](=O)[O-])cc3[N+](=O)[O-])sc2C1 (stereo unspecified),57
O=S(=O)(Nc1ccc(N2CCCS2(=O)=O)cc1)c1cccs1,51
CS(=O)(=O)c1cccc(-c2nnc(NC(=O)c3ccc(S(=O)(=O)N4CCOCC4)cc3)o2)c1,64
CCOc1ccccc1NC(=O)CSc1nnc(-c2cccn(C)c2=O)n1CC,63
O=C(c1ccccc1Cl)n1sc(=O)c2ccccc21,57
N#CCCN(CCC#N)C(=O)c1ccc([N+](=O)[O-])s1,64
COc1ccc(-c2csc(NC(=O)CCc3c(C)[nH]c(=O)[nH]c3=O)n2)cc1,67
Nc1nc2c(s1)CCCC2,63
COc1ccc(OC)c(S(=O)(=O)NCCCn2ncccc2=O)c1,62
CCOC(=O)c1c(SCC(=O)Nc2ccc(F)c([N+](=O)[O-])c2)nc(=O)[nH]c1C,55
C/C(=C\C(=O)Nc1ccc(F)cc1)Nc1ccc(F)cc1,57
Cc1ccc(C)n1-n1cnc2scc(-c3ccc(C(C)C)cc3)c2c1=O,102
O=c1cc(C(F)(F)F)[nH]n1-c1ccccc1,55
O=c1[nH]c(=O)n(C2CCCO2)cc1F (stereo unspecified),62
COC(=O)c1ccc(Cn2nc3n(c(=O)c2=O)CCN3c2ccc(C)cc2)o1,59
COC(=O)c1ccc(C(=O)Nc2nc(-c3cc4ccccc4oc3=O)cs2)cc1,82
CN1CCN(c2ccc(CNS(=O)(=O)c3ccc4c(c3)CCO4)cc2)CC1,72
Cc1ccc(Cn2c(N3CCN(C/C=C\c4ccccc4)CC3)nc3c2c(=O)[nH]c(=O)n3C)cc1,53
C#CC1(OCC(O)CN2CCN(Cc3ccccc3)CC2)CCCCC1 (stereo unspecified),65

# 15 entries from above, sorted by number of heavy atoms, highest first.
SMILES,RMI FANCM FP
Cc1ccc(Cn2c(N3CCN(C/C=C\c4ccccc4)CC3)nc3c2c(=O)[nH]c(=O)n3C)cc1,53
CC(=O)Nc1cccc(NC(=O)COc2coc(CN3CCc4ccccc4C3)cc2=O)c1,57
COC(=O)c1ccc(C(=O)Nc2nc(-c3cc4ccccc4oc3=O)cs2)cc1,82
COC(=O)c1ccc(Cn2nc3n(c(=O)c2=O)CCN3c2ccc(C)cc2)o1,59
COc1ccc(-c2csc(NC(=O)CCc3c(C)[nH]c(=O)[nH]c3=O)n2)cc1,67
C#CC1(OCC(O)CN2CCN(Cc3ccccc3)CC2)CCCCC1 (stereo unspecified),65
CC1CCc2nc(NC(=O)c3ccc([N+](=O)[O-])cc3[N+](=O)[O-])sc2C1 (stereo unspecified),57
COc1ccc(OC)c(S(=O)(=O)NCCCn2ncccc2=O)c1,62
CCn1c(=NC(=O)c2ccccc2F)sc2cc(F)ccc21,61
C/C(=C\C(=O)Nc1ccc(F)cc1)Nc1ccc(F)cc1,57
CC(=O)Nc1ccc(C(=O)NCCNS(C)(=O)=O)cc1,61
O=C(c1ccccc1Cl)n1sc(=O)c2ccccc21,57
O=c1cc(C(F)(F)F)[nH]n1-c1ccccc1,55
O=c1[nH]c(=O)n(C2CCCO2)cc1F (stereo unspecified),62
Nc1nc2c(s1)CCCC2,63

# More structures
SMILES,RMI FANCM FP
COc1ccccc1NC(=O)CSc1nnc2ccc(-c3ccccn3)nn12,67
COc1ccc(C2C3C(=O)N(c4ccccc4)C(=O)C3ON2c2ccccc2)cc1 (stereo unspecified),58
O=C(O)CCC(NC(=O)c1ccccc1C(=O)O)C(=O)O (stereo unspecified),49
CSC(=NS(=O)(=O)c1ccccc1)N1CCN(c2c(C#N)cccc2C#N)CC1,61
O=C(Nc1ccccc1Cl)N1CCN(c2ccc(-c3ccco3)nn2)CC1,69
O=C(Nc1ccc2c(c1)C(=O)OC2)c1ccno1,53
O=C(Nc1cccc(N2CCCC2=O)c1)OCc1ccccc1,64
CCn1c(SCC(=O)Nc2ccccc2C#N)nc2c(-c3ccccc3)csc2c1=O,77
CC(C)c1ccc(Nc2nc(Nc3cccc(F)c3)nc(N3CCOCC3)n2)cc1,57
Cc1ccc(S(=O)(=O)Nc2ccc(Oc3ccc(Cl)cc3)cc2)cc1,64
O=C(NCCn1ncc2c(N3CCN(c4ccc(F)cc4)CC3)ncnc21)C1CC1,65
CCOCCn1c(=NC(=O)C2CCCCN2S(=O)(=O)c2ccc(Cl)s2)sc2cccc(F)c21 (stereo unspecified),67
CCc1nnc(C2CCN(C(=O)NCCc3ccccc3)CC2)s1,64
O=C(NC(c1ccccc1)c1ccccc1)N1CCCC1,65
COc1cn(C)c(C(=O)NCc2ccc(Cl)cc2)cc1=O,62
COC(=O)c1ccc2c(=O)n(CC(=O)N3CCN(c4cc(Cl)ccc4C)CC3)c(=S)[nH]c2c1,64
CSCCNC(=O)c1ccccc1N,51
COc1ccc(NC(=O)CCc2csc(NC(=O)c3ccc(=O)[nH]c3)n2)cc1OC,61
COc1cc(/C=N\N=C2/NC(=O)CS2)cc(OC)c1OC,55
COC(=O)c1c(N)sc(C)c1C,73
COc1cc(C(=O)NCCOc2ccc3nnc(-c4ccccc4)n3n2)cc(OC)c1OC,60
COc1ccc(C2CC(c3cccs3)=NN2C(=O)CSC2=NCCS2)cc1 (stereo unspecified),108
Cc1ccc(-c2ccc(/C=C/C(=O)c3cccs3)o2)c([N+](=O)[O-])c1,60
COc1ccccc1C(=O)N1CCCC(c2nnc(-c3ccc4c(c3)OCO4)o2)C1 (stereo unspecified),64
COc1cccc2cc(C(=O)C3=C(O)C(=O)N(CCCN(C)C)C3c3ccccc3)oc12 (stereo unspecified),52
# Remaining list, next part:
SMILES,RMI FANCM FP
COc1c(C(=O)Nc2nc(-c3ccc(F)c(F)c3)cs2)csc1Cl,56
CCOc1ccc(N=C2NC(=O)S/C2=C\C=C\c2ccccc2)cc1,66
Cc1ccc(C)c(S(=O)(=O)Nc2cccc(-c3csc4nc(C)cc(=O)n34)c2)c1,62
O=C(N1CCN(c2ccc(-c3ccccc3)nn2)CC1)C(F)(F)F,67
C#CCn1c(=NC(=O)c2cc(OCC)c(OCC)c(OCC)c2)sc2cc(S(N)(=O)=O)ccc21,65
O=C(Cn1cnc2c(sc3cccc(F)c32)c1=O)Nc1ccc(F)cc1F,153
Cc1nnsc1C(=O)n1nccc1-c1cnn(-c2ccccc2)c1C,58
COc1ccc(-c2coc3cc(O)ccc3c2=O)c(OC)c1O,57
Cn1ccnc1SCC(=O)Nc1ccc(C(C)(C)C)cc1,55
COc1cccc2sc(NC(=O)COc3ccccc3)nc12,69
FC(F)(F)c1cnc(N2CCC(n3cccc3)CC2)c(Cl)c1,59
O=C(CCc1ccccc1)NNc1c(Cl)cncc1Cl,56
COc1cccc2sc(Nc3nc4ccc(C(C)C)cc4s3)nc12,41
CC1(C)COc2cc(NC(=O)c3cccc(Cl)c3)ccc2NC1=O,66
CSc1ccc(C2NC(=S)NC(C)=C2c2nc(-c3ccc(C)cc3)no2)cc1 (stereo unspecified),65
CCOc1ccc(N2CCn3c2nn(CC(C)=O)c(=O)c3=O)cc1,58
Cc1ccccc1-n1nc2c(c1NC(=O)C1CC(=O)N(c3ccccc3)C1)CS(=O)(=O)C2 (stereo unspecified),58
Cc1nnsc1C(=O)NCCNC(=O)c1snnc1C,54
O=C(NCC1COC2(CCCC2)O1)C(=O)Nc1ccc2c(c1)OCO2 (stereo unspecified),54
COc1ccc(S(=O)(=O)CCCC(=O)Nc2ccc([N+](=O)[O-])cc2)cc1,51
Cc1cc(C)c2c(=O)[nH]c(SCC(=O)c3cccs3)nc2n1,60
COCc1cc(=O)oc2cc(NC(=O)C3CC3)ccc12,62
Cn1c(SCC(=O)Nc2ccc3c(c2)OCCO3)nnc1-c1ccc2ccccc2c1,72
O=C(c1ccccc1F)N1CCN(Cc2nc3ccccc3[nH]2)CC1,59
CCOc1ccc(NC(=O)Cn2cccc(-c3nc(-c4ccc(C)cc4)no3)c2=O)cc1,179
# Later entries
SMILES,RMI FANCM FP
CCn1c(=NC(=O)CSCC(=O)N2CCN(c3ccccc3)CC2)sc2cc(F)ccc21,62
C=C1C[C@]23C[C@@]1(O)CC[C@H]2[C@@]12C=C[C@H](O)[C@](C)(C(=O)O1)[C@H]2[C@@H]3C(=O)O,64&53
CC(C)CCCC(C)[C@H]1CCC2C3CC[C@H]4CC(=O)CC[C@]4(C)C3CC[C@@]21C (stereo partly specified),63
COc1ccc(Cc2nnc(SCc3ccccc3Cl)n(N)c2=O)cc1,56
O=C(NC(=O)c1ccc(C(F)(F)F)cc1)NN1CCCCCC1,55
CCc1nnc(-c2ccc(NC(=O)c3c(F)cccc3F)cc2)o1,66
CC(=O)Oc1cccc(NC(=O)CC2Nc3ccccc3NC2=O)c1 (stereo unspecified),61
C[C@](N)(Cc1ccc(O)cc1)C(=O)O,57
O=C(c1ccccc1)n1cc2c(n1)-c1ccccc1CS2,65
N=C1SCCN1CC(=O)c1ccccc1,61
Cc1cc(C)cc(OCCNC(=O)C(C)Oc2cccc(F)c2)c1 (stereo unspecified),60
COc1cc(NC(=O)COc2cc(Cl)c(Cl)cc2Cl)cc(OC)c1OC,55
COc1cccc2sc(N(CCCN(C)C)C(=O)c3ccc(F)cc3)nc12,64
CN1CCc2cc(C(CNC(=O)C(=O)Nc3ccc(OC(F)(F)F)cc3)N3CCCCC3)ccc21 (stereo unspecified),59
COC(=O)Nc1ccc(OC)c(N2CCCC2=O)c1,64
Cc1cccc2sc(N(CCCN(C)C)C(=O)CCc3ccccc3)nc12,95
O=C(NCCCn1nc(-c2ccncc2)ccc1=O)c1ccccc1Cl,67
O=C(NCCS(=O)(=O)N1CCN(c2ncccn2)CC1)c1cccs1,61
CSc1ccc(-c2noc(CN3C(=O)COc4cc(C)ccc43)n2)cc1,75
COc1cc2c(cc1O)CC[C@@H]1[C@@H]2CC[C@]2(C)[C@@H](O)CC[C@@H]12,53
O=C(Nc1onc2c1CCCC2)c1cccs1,54
CN1C(=O)CC(c2ccccc2)C1=O (stereo unspecified),60
O=C(NCc1ccc2c(c1)OCO2)c1nnc(-c2ccccc2)o1,73
O=C(NCc1ccsc1)C(=O)Nc1ccc(OC(F)(F)F)cc1,80
Cc1nc2ccc(NC(=O)c3cccc(Cl)c3)cc2c(=O)n1-c1ccccc1,69
# (further entries)
SMILES,RMI FANCM FP
COc1ccc(Cl)cc1S(=O)(=O)NCCN1CCN(c2ccccc2F)CC1,63
Cc1cccc(-n2c(CNC(=O)COc3ccccc3)nnc2SCC(=O)N2CCc3ccccc32)c1,61
CC(=O)N1CCc2c([nH]c3ccccc23)C1C(F)(F)F (stereo unspecified),62
CS(=O)(=O)c1ccccc1C(=O)N1CCN(c2ccccc2)CC1,53
C#CCn1c(C2CC(=O)N(c3cccc(Cl)c3C)C2)nc2ccccc21 (stereo unspecified),59
CCOC(=O)c1c(-c2ccc(F)cc2)csc1NC(=O)CSc1ncnc2sc(C)c(C)c12,73
Cc1ccc(C(CNC(=O)C(=O)NC2CC2)N(C)C)cc1 (stereo unspecified),50
Cc1cc(NC(=O)/C=C/c2cccs2)no1,51
COc1ccc(-c2ccc(=O)n(CCCC(=O)Nc3nc(C)cs3)n2)cc1,75
Cc1ccc(-c2csc(NC(=O)c3ccc4c(c3)OCCO4)n2)o1,71
C=CCC1(C#N)C(=S)NC(C)=C(C(C)=O)C1c1ccc(Cl)cc1 (stereo unspecified),58
Cc1n[nH]c(=S)n1/N=C/c1ccco1,61
CCCCn1c(SCc2nc(-c3cc(OC)c(OC)c(OC)c3)oc2C)nc2ccccc2c1=O,64
Cc1nnc(N2C(=O)C(=O)C(=C(O)c3ccc(Cl)cc3)C2c2ccc([N+](=O)[O-])cc2)s1 (stereo unspecified),59
COc1ccc(NC(=S)NNC(=O)c2ccc(-n3c(C)ccc3C)cc2)cc1,66
Cc1c(O)ccc2c(CN3CCCCC3)cc(=O)oc12,18*
O=c1c2ccccc2[nH]c(=S)n1/N=C\c1ccccc1,63
COc1ccc(OC)c(-c2ccc(=O)n(CCNC(=O)Cc3cccc4ccccc34)n2)c1,69
CS(=O)(=O)N1CCN(C(=O)Cc2cc(=O)[nH]c(SCc3ccccc3F)n2)CC1,61
O=C(NCC1(c2cccs2)CCCC1)c1ccc(Br)o1,69
CCS(=O)(=O)N1CCCc2cc(NS(=O)(=O)c3ccc(OC)c(F)c3)ccc21,69
Cc1ccccc1Cn1cnc2c(cnn2CCNC(=O)c2ccco2)c1=O,67
CCOc1ccc(NC(=O)CCSc2nnc3scc(-c4ccccc4)n23)cc1,76
COC(=O)c1cccc(-n2c(N)c(C(=O)N3CCCCCC3)sc2=S)c1,66
CCCNC(=O)O/N=C(/N)c1cc(Cl)c(N)c(Cl)c1,54
# Continued.
SMILES,RMI FANCM FP
CCOc1cccc2cc(C(=O)NCCCn3nc(-c4ccccc4)ccc3=O)c(=O)oc12,67
Cc1nn(-c2ccc(N3CCN(C(=O)Nc4ccc(F)cc4)CC3)nn2)c(C)c1C,53
O=C(c1ccc(Cl)cc1Cl)N1CCN(C(=O)C2CCCCC2)CC1,60
CCOC(=O)C1=C(C)NC(C)=C(C(=O)OCC)C1C,60
N#Cc1ccc(N2CCN(C(=O)c3cc(-c4ccc(Cl)cc4)oc3C(F)(F)F)CC2)cc1,65
CC(=O)Nc1cccc(NC(=O)CSc2nc(CC(=O)NCCC(C)C)cs2)c1,66
O=C(O)c1ccc(I)o1,58
O=C(Nc1ccc(F)c(Cl)c1)C1CCN(c2ccc(-c3ccco3)nn2)CC1,74
CN1CCN(n2c3c(c(SCc4ccc(Br)cc4)nc2=O)CCC3)CC1,71
Fc1ccc(N2CCn3c(SCc4cccnc4)nnc32)cc1,58
CCCSc1nnc(NC(=O)CSc2nnnn2-c2ccccc2OC)s1,51
COc1ccc2nc(N3CCN(C(=O)c4cccc(F)c4)CC3)sc2c1,60

# An excerpt; the hit share may differ from the screen's.
